IDE cell activ – activators of human insulin-degrading enzyme in cells. P14735. HEK cells, FAbeta-B cleavage, fluorescence polarization; 0% vehicle, 100% cell-free pure enzyme wells. activation, % at 5.96 µM. hit rate 0.073% among 340,000;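 active = activation above the mean of all tested compounds plus 3 SD, set per screening campaign, cut at about 17% in these data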
MEKK3 PB1 HTS – raises or lowers MEK5 binding to the human MEKK3 PB1 domain | AID 1529 | binding response (% of control), % at 10 µM | hit rate 1.4% among 290,000 | bead-based flow cytometry, Alexa488-MEK5 binding to MEKK3; actives lie on both sides; 0 = blocked by unlabeled MEK5, 100 = vehicle;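 active = binding response more than 3 SD above or below the average of its plate-row segment, actives on both sides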;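 note: Alexa488 bead fluorescence after subtracting the streptavidin-only scavenger bead signal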
Target sequence (Q99759 whole entry, looked up, the tested form may be a part): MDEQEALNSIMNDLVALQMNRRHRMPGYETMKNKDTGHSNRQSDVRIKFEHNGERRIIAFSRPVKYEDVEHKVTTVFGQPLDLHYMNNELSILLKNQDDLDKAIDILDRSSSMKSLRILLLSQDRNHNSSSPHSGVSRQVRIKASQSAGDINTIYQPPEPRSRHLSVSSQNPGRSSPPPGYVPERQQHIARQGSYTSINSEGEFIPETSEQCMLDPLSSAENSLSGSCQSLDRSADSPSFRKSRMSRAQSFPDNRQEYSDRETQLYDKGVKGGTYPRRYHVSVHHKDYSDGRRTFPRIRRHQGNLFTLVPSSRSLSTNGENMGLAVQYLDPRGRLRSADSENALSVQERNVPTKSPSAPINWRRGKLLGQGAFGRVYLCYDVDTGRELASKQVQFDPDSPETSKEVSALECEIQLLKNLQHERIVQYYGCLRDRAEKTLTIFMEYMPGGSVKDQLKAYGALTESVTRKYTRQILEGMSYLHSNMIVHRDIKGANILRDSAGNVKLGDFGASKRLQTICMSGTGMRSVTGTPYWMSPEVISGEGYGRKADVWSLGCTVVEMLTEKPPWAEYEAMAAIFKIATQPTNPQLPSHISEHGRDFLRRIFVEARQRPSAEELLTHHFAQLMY
PHOSPHO1 block – inhibitors of human PHOSPHO1 phosphatase | Q8TCT1 | recombinant PHOSPHO1, absorbance phosphatase assay | hit rate 1.1% among 290,000 | inhibition, % at 13.3 µM; in the data active = inhibition above about 60%
Target sequence (Q8TCT1 whole entry, looked up): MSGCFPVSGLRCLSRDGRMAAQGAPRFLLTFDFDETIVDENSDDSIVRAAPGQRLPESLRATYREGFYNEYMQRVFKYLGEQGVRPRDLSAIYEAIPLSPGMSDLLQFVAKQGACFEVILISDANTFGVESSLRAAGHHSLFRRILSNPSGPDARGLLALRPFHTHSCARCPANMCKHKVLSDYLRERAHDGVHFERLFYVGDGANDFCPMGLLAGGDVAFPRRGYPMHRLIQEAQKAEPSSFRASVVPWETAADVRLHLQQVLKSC
IDE inh – cellular human IDE inhibition; hit rate 0.41% among 320,000; AID 434962; HEK cells, FAbetaB cleavage, fluorescence polarization; inhibition, % at 5.59 µM;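 active = percent inhibition above the average of all tested compounds plus 3 SD, set per screening campaign, cut at about 16% in these data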;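 note: IDE supplied by intact live HEK cells; FP after avidin binding of uncleaved biotin substrate so inhibition keeps polarization high; 0% = DMSO wells and 100% = 60 µM reference IDE inhibitor Ii1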
CRFBP-R2 agonist – agonists of human CRF-binding protein/CRF-R2 receptor complex. activation, % at 13.2 µM. HEK293 CRF-R2/CRF-BP, calcium dye fluorescence (FLIPR); percent of saturating CRF peptide response. hit rate 0.46% among 350,000;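 active = activation of at least 50%, plus an integration ratio under a set limit after plate pattern correction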;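 note: plate controls were neutral control wells without compound for no effect and CRF at EC100 for full effect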
CRFR2-BP antag – antagonists of CRF-binding protein/CRF-R2 receptor complex; HEK293 CRF-R2/CRF-BP, CRF-induced calcium fluorescence; inhibition, % at 11.8 µM; hit rate 0.59% among 350,000;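 active = inhibition of the ligand-induced calcium signal above about 50% at the single tested concentration, limit read from the data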
p-CIP stab down – compounds decreasing mouse p/CIP protein stability; hit rate 0.01% among 290,000; decrease of EGFP signal, % at 10 µM; Q05BA5; F442A p/CIP-EGFP cells, EGFP fluorescence, 16 h;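 active = EGFP signal decrease of at least 30% at 10 µM or well 3 SD below plate mean, unless failing retest; inactive = the rest, including hits failing retest or dose response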; note: some compounds called inactive have numbers as strong as hits; many of its hits are not listed in these tables
GalR3 antag – antagonists of human GalR3 | O60755 | HEK293 GalR3-CNG cAMP membrane potential fluorescence; galR3 body fused to GalR1 C-terminus | inhibition, % at 3 µM | hit rate 0.44% among 360,000 | AID 651719;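 active = inhibition above the screen-wide average plus 3 SD, cut at about 13% in these data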;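 note: forskolin and galanin both at EC90 stimulate the cells; cAMP rise reported by CNG channel membrane potential dye signal; 0% = forskolin plus galanin with DMSO and 100% = forskolin alone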
M4 PAM – CHRM4 positive allosteric modulation; P08173; CHO-K1 hM4/Gqi5, Fluo-8 calcium fluorescence, ACh EC20; 0% = ACh EC20, 100% = maximal ACh; activation, % at 3 µM; hit rate 0.4% among 360,000;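 active = activation above its plate's cutoff, the mean activation of sample wells plus 3 SD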; note: some results filed as inactive read as strong as hits
An asterisk follows results filed as active; · = no result given.

SMILES | IDE cell activ | MEKK3 PB1 HTS | PHOSPHO1 block | IDE inh | CRFBP-R2 agonist | CRFR2-BP antag | p-CIP stab down | GalR3 antag | M4 PAM
CCN(CC)S(=O)(=O)c1ccc(/C=C/C(=O)OCC(=O)NNC(=O)c2ccc(OC)cc2)cc1 | 2 | · | · | 6 | -1.0 | 4 | · | -5 | 0
COc1ccc(Nc2nc(N)nc(CN3CCN(c4ccccn4)CC3)n2)cc1 | 4 | 92 | -41 | 3 | 0.7 | -12 | -9 | 0 | -5
COC(=O)c1sccc1NS(=O)(=O)c1ccc(F)cc1F | 1 | 100 | 11 | 3 | -0.4 | -1 | -4 | -9 | 3
CC1Oc2ccccc2N(CC(=O)NCc2cccs2)C1=O (centres undefined) | 1 | 94 | 12 | -2 | -2.9 | 12 | -12 | -3 | 0
COC(=O)[C@@H]1C[C@@]2(O)[C@@H](O)[C@@H](O)[C@@H](O)C[C@H]2N1CC(c1ccccc1)c1ccccc1 | -1 | 95 | 31 | 5 | 0.1 | -14 | -10 | -5 | 3
COc1ccc(NC(=O)Cn2cnc3sc(C)c(S(=O)(=O)N4CCN(C)CC4)c3c2=O)cc1OC | -1 | 110 | -20 | -2 | -1.9 | -1 | 0 | 0 | 11
Cn1c(=O)c2[nH]c(COc3ccc(C(C)(C)C)cc3)nc2n(C)c1=O | 3 | 86 | 19 | -4 | 0.2 | -4 | -31 | · | -25
Cc1ccc(SCc2c(C(=O)N/N=C/c3cccs3)nnn2-c2nonc2N)cc1 | · | · | · | · | -1.7 | 16 | · | -5 | 2
CCOc1ccc(NC(=O)c2sc3nc(N4CCOCC4)c4c(c3c2N)CC(C)(C)OC4)cc1 | -3 | 97 | 29 | -3 | 0.1 | -4 | 0 | 4 | 7
Cn1cnc([N+](=O)[O-])c1NCc1ccccc1 | · | 105 | 28 | 0 | -2.0 | 2 | -5 | -4 | -1
O=C(CSc1nc(=O)n(CCCN2CCOCC2)c2c1CCCC2)Nc1cccc(F)c1 | 3 | · | · | -7 | 1.4 | 14 | · | -2 | -3
CN(C)c1ccc(C2N(C)C(=O)c3ccccc3N2C)cc1 (centres undefined) | 2 | 101 | 34 | · | -1.6 | 9 | -4 | -10 | -1
COc1ccc(S(=O)(=O)N2CCN(C(c3ccccc3)c3ccccc3)CC2)cc1NC(C)=O | 5 | 100 | 23 | 0 | 1.3 | 1 | 1 | 1 | -3
Oc1ccc(Br)cc1Cn1nnc2ccccc21 | 0 | 106 | · | 3 | -2.1 | -6 | 4 | -10 | -9
CCCN1CCN(CCCNC(=O)c2ccc3nc(N4CCC(C)CC4)sc3c2)CC1 | 1 | 101 | 5 | 2 | 1.2 | 22 | -3 | -4 | -1
COc1ccc(C(C)(C)C)cc1NC(=O)c1[nH]c(C)c(C(C)=O)c1C | 5 | 106 | 27 | 2 | 1.1 | -23 | -16 | -5 | -1
CCCn1nc2cc(C(=O)NCc3ccc(C)cc3)ccc2c1OC | -2 | 88 | 23 | 2 | -1.8 | 13 | 0 | 1 | 1
Cc1ccccc1-n1c(-c2csc(C)c2C)n[nH]c1=S | -18 | 98 | 0 | 6 | -2.9 | -55 | -16 | 2 | 7
COc1cc(NC(=O)CSc2nc(C)c(C)c(C)n2)c(C)cc1[N+](=O)[O-] | 0 | 95 | -26 | 3 | -1.3 | -10 | 0 | 6 | 11
CCCCC(=O)Nc1cccc(-c2cn3ccsc3n2)c1 | 4 | 99 | 26 | 2 | 3.0 | 1 | -5 | -2 | 6
CCOC(=O)c1cnc(SC)nc1Oc1cccc(NC(=O)c2ccc(Cl)cc2)c1 | 3 | 101 | 3 | -3 | 0.0 | 9 | -5 | -4 | 3
CCOC(=O)c1nn(-c2ccccc2)c(C#N)c1N | 2 | 98 | 33 | 4 | 0.1 | -5 | 1 | -5 | -4
CC(C)CCC(O)(CCC(C)C)C(=O)NNc1ccccc1 | 4 | 97 | 1 | 1 | -2.0 | 10 | 5 | -6 | 3
Cn1cnnc1SCC(=O)c1cccc([N+](=O)[O-])c1 | 2 | 100 | 3 | 2 | 0.7 | 30 | -18 | 6 | 7
COc1ccc(C2=NOC(C(=O)N3CCCCCC3)C2)cc1OC (centres undefined) | -2 | 69 | 9 | 0 | -4.2 | 3 | -4 | · | -3
COc1ccccc1CNC(=O)COC(=O)Cc1c[nH]c2ccccc12 | 1 | · | · | 1 | -0.6 | -5 | · | -4 | -1
COc1ccc(CNS(=O)(=O)CCNC(=O)c2ccc(OC)cc2)cc1 | 3 | · | · | 2 | 0.8 | -1 | · | 5 | 9
O=C(/C=C/c1ccco1)OCn1nnc2ccccc2c1=O | 2 | 103 | 17 | 4 | 1.0 | -3 | 11 | -1 | 0
Cc1ccc(C(=O)C(O)C(c2ccc(C)cc2)N2CCCCC2)cc1 (centres undefined) | 0 | 92 | 44 | 4 | -0.3 | 1 | 7 | 1 | -1
C=CCNC(=O)c1cc2c(=O)n3cc(C)ccc3nc2nc1NCC1CCCO1 (centres undefined) | · | 95 | -4 | 2 | · | · | -7 | · | ·
Cc1ccc(C)c(S(=O)(=O)NC2CCSC2=O)c1 (centres undefined) | 1 | · | · | · | -1.2 | 29 | · | -3 | 3
Cc1cc(C(=O)CSc2nnnn2C)c(C)n1-c1cccc(F)c1 | -4 | 96 | 10 | 0 | 0.9 | 36 | -10 | -10 | -9
N#CCOC(=O)C1CCN(S(=O)(=O)c2ccc3c(c2)OCCO3)CC1 | 7 | · | · | 1 | -0.4 | -2 | · | -5 | 2
CCOC(=O)N1CCC2CC1c1cc(Cl)ccc12 (centres undefined) | -2 | · | · | · | -2.3 | 18 | · | -3 | 2
CN(C)S(=O)(=O)c1cccc(-c2nn(-c3ccccc3)cc2/C=C2\SC(=S)NC2=O)c1 | -1 | 87 | -8 | 26* | 2.7 | 17 | -25 | -5 | -3
Cc1ccc(NC(=O)/C(C#N)=C/c2cc(C)n(-c3ccc(N4CCOCC4)c([N+](=O)[O-])c3)c2C)c(C)c1 | 8 | 103 | -8 | 0 | -0.2 | -4 | -9 | -1 | -3
O=[N+]([O-])c1cccc(OCCN2CCC(Cc3ccccc3)CC2)c1 | 1 | 108 | -6 | · | 0.3 | 2 | 6 | -4 | -16
CC(=O)N1c2c(ccc3ccccc23)C(C)CC12CCCCC2 (centres undefined) | 8 | 104 | 22 | -4 | 2.8 | -8 | -30 | -3 | 0
O=C(COC(=O)c1cc([N+](=O)[O-])ccc1NCc1ccccc1)NC1CCCc2ccccc21 (centres undefined) | -1 | 105 | 23 | 1 | 1.3 | 24 | -4 | -1 | -2
CCCCn1c(N)c(N(C)C(=O)c2ccc(OCC3CCCO3)cc2)c(=O)[nH]c1=O (centres undefined) | -1 | · | · | 0 | -0.6 | -6 | · | 1 | -1
CC(=O)c1cc(-c2ccccc2)n(CCC(=O)NC2CCC(C)CC2)c1C (centres undefined) | 7 | 94 | -19 | 7 | -4.4 | -5 | -4 | -2 | 5
CCOc1ccccc1/C=C/c1onc(C)c1S(=O)(=O)N1CCC(C(=O)NC(C)(C)C)CC1 | 7 | 101 | 38 | 5 | 0.4 | -3 | -4 | -7 | 4
Cc1nc2cc(N3CCCCC3)c(NC(=O)c3ccncc3)cc2c(=O)n1Cc1ccccc1 | 4 | 106 | 14 | · | -1.6 | 22 | -4 | 3 | 2
CC1CC(C)CN(S(=O)(=O)c2ccc(C(=O)N3CC(C)OC(C)C3)cc2)C1 (centres undefined) | 6 | 102 | 14 | 0 | -1.1 | 5 | -8 | -1 | 2
CCC(C)NC(=O)c1cn(CC)c2ccc(S(=O)(=O)N(C)C)cc2c1=O (centres undefined) | 0 | 104 | 21 | 1 | 6.3 | -11 | -6 | -1 | 7
Cc1ccn(CCC(=O)N2CCCC(N3CCN(c4ccccc4C)CC3)C2)n1 (centres undefined) | · | · | · | · | -2.1 | -3 | · | -2 | 5
COc1cc2c(C(=O)N3CCN(C4CCCCC4)CC3)cn(CC(C)C)c(=O)c2cc1OC | · | 96 | 0 | 3 | -0.8 | 3 | 0 | · | ·
C=CCN(CC=C)C(=O)c1cc2ccccc2c(=O)o1 | 3 | 90 | -3 | -2 | -0.3 | -5 | 1 | 1 | 15
CN1CCCN(C(=O)CSc2ccccc2)CC1 | 0 | 103 | · | -1 | -1.0 | 2 | -1 | -11 | 0
CCCc1cc(C(=O)NCC(C)C)no1 | 9 | 100 | -18 | 2 | -4.1 | -25 | -11 | · | 4
Nc1cccnc1Sc1ccc(Cl)cc1 | 3 | 101 | 38 | -2 | -1.0 | 2 | -6 | -3 | 12
CCOCCCNC(=O)C1CCCN1S(=O)(=O)c1ccc(Cl)cc1 (centres undefined) | 3 | 113 | 22 | -4 | -0.6 | -19 | 6 | -4 | 20
C=C(C)CN(CC)C(=O)CSc1ccc(S(=O)(=O)N2CCN(Cc3ccccc3)CC2)cn1 | 3 | · | · | -4 | 2.1 | 2 | · | -3 | -8
COC(=O)c1ccc(C)c(NC(=O)CCn2[nH]c(=O)ccc2=O)c1 | 1 | · | · | 2 | -1.0 | 0 | · | -2 | 1
CN(CC(=O)Nc1cccc2ccccc12)C(=O)c1ccc(F)cc1F | -2 | · | · | -1 | 0.5 | -4 | · | -5 | 23*
CC(NC(=O)[C@@H](C)NC(=O)[C@@H]1Cc2ccccc2CN1C(=O)OC(C)(C)C)c1ccccc1 (some centres undefined) | 4 | 100 | 12 | 5 | 0.6 | -9 | -4 | 0 | 9
O=C(Nc1ccc2c(c1)OCO2)c1ccc(Cl)c(S(=O)(=O)N2CCOCC2)c1 | 0 | 102 | 28 | -2 | -0.5 | 8 | -10 | 0 | -6
CCO/N=C/c1ccc(OC)c(Oc2nc(OC)cc(OC)n2)c1 | -2 | 102 | -4 | 3 | -2.0 | -9 | -7 | 0 | 6
CC(On1nnc2ccc(S(=O)(=O)N3CCOCC3)cc21)C(=O)Nc1ccccc1F (centres undefined) | 1 | · | · | 3 | -1.2 | 5 | · | -5 | 6
Cc1ccc(-n2nc3c(c2NC(=O)C(C)C)CS(=O)(=O)C3)c(C)c1 | 2 | 101 | 25 | 6 | 0.3 | 12 | -10 | -3 | -1
CCOc1ccccc1CNC(CC)CO (centres undefined) | 0 | 98 | 37 | 2 | -0.5 | -6 | 4 | -3 | 7
Cc1nc2ccccc2c2nc(N)nn12 | 4 | 117 | -8 | 1 | -0.6 | 1 | 10 | -4 | 4
CCCc1nn(C)c(C(=O)Nc2ccc3ccccc3c2)c1Cl | -5 | 98 | -19 | 3 | 2.1 | -15 | -8 | -2 | 1

5 entries out of the list above, sorted by their value in MEKK3 PB1 HTS, smallest number first:
SMILES | IDE cell activ | MEKK3 PB1 HTS | PHOSPHO1 block | IDE inh | CRFBP-R2 agonist | CRFR2-BP antag | p-CIP stab down | GalR3 antag | M4 PAM
CCOc1ccccc1CNC(CC)CO (centres undefined) | 0 | 98 | 37 | 2 | -0.5 | -6 | 4 | -3 | 7
CCCc1cc(C(=O)NCC(C)C)no1 | 9 | 100 | -18 | 2 | -4.1 | -25 | -11 | · | 4
CCO/N=C/c1ccc(OC)c(Oc2nc(OC)cc(OC)n2)c1 | -2 | 102 | -4 | 3 | -2.0 | -9 | -7 | 0 | 6
CN1CCCN(C(=O)CSc2ccccc2)CC1 | 0 | 103 | · | -1 | -1.0 | 2 | -1 | -11 | 0
CCOCCCNC(=O)C1CCCN1S(=O)(=O)c1ccc(Cl)cc1 (centres undefined) | 3 | 113 | 22 | -4 | -0.6 | -19 | 6 | -4 | 20
